Compound activity as filed in PubChem.
RAD54 branch: RAD54 (human) branch migration inhibition; Q92698; RAD54 Holliday junction branch migration, FAM/BHQ fluorescence; inhibition, % at 10.4 µM; hit rate 0.14% among 360,000;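 active means mean normalized replicate activity at least 40 and at least half of replicates scoring 40 or more; inconclusive means only one of the two criteria met; inactive means mean below 40 and under half of replicates reaching 40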;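 further: 0% = median of neutral control wells and 100% = median of positive control wells; inhibitors cause a drop in the FAM fluorescence signal; in these data hits start at about 50%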
Target sequence (Q92698 whole entry, looked up): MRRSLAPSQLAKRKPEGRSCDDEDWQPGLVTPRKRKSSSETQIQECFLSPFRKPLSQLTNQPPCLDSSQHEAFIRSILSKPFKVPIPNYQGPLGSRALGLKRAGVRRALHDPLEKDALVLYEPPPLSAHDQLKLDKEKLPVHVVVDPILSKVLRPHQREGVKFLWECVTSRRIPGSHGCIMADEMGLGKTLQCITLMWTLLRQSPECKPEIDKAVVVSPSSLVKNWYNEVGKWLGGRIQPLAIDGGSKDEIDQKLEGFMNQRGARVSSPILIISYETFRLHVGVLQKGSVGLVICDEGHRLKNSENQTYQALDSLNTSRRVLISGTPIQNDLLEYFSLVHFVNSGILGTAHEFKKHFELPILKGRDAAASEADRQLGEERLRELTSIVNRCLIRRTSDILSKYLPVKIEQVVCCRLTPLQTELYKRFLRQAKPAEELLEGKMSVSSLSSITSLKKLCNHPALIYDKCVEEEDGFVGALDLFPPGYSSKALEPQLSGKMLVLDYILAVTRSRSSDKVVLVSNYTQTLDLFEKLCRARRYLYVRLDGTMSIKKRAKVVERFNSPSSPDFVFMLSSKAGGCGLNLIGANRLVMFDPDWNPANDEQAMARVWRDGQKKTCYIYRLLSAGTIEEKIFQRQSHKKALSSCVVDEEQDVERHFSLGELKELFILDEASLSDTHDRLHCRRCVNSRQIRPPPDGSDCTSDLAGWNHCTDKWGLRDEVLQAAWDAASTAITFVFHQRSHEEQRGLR
F508del corr: correctors of CFTR F508del function in bronchial epithelial cells; CFBE cells, YFP halide quenching; stimulated with forskolin plus potentiator P3; % fluorescence drop versus neutral controls; activity (quench increase), % at 7.58 µM; hit rate 0.36% among 350,000;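 active means mean added fluorescence quench of at least 8% versus neutral control, with both replicates also reaching 8%; inconclusive means only one of the mean or replicate conditions met; inactive means mean below 8% and not both replicates reaching 8%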;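 further: cells transiently co-express mutant CFTR-F508del with the halide-sensitive YFP; corrector assay measuring rescue of mutant channel to the surface after 24 h compound exposure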
ARNT TACC3 PPI: disrupts binding between human ARNT and TACC3; Q9Y6A5; AlphaScreen His-ARNT PAS-B/GST-TACC3 binding, luminescence; TACC3 fragment carries E629A point mutation; inhibition, % at 9.99 µM; hit rate 0.66% among 390,000;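 active means mean inhibition of replicates at least 50% and at least half of replicates each reaching 50%; inconclusive means half or more replicates reach 50% but mean below 50%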;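 further: 0% = complete ARNT plus TACC3 wells and 100% = ARNT alone without TACC3; many hits fall short of the cut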
INS-1E GSIS act: GLuc luminescence reporter in INS-1E cells, primary screen for activators of glucose-dependent secretion of insulin; INS-1E GLuc reporter insulin secretion, 2-3 h; activation, % at 16.6 µM; hit rate 0.61% among 370,000; AID 743287;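 active means lowest replicate activation of at least 40%, so every replicate reaches that level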;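 further: 0% = median of neutral control wells and 100% = median of IBMX positive control wells; some compounds called inactive have numbers as strong as hits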
RAD52 inh: inhibitors of human RAD52 DNA annealing; hit rate 0.46% among 360,000; inhibition, % at 18.7 µM; P43351; recombinant RAD52 DNA annealing, FRET fluorescence;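 active means every replicate showing at least 50% inhibition; inconclusive means mean inhibition at least 50% but not in every replicate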
Xi reactivation: activators of X-chromosome reactivation in mouse fibroblasts. activation, % at 7.58 µM. hit rate 0.055% among 360,000. XiGFP mouse fibroblasts, % GFP-positive cells imaging, 3 d; cells co-treated with 5-aza-dC sensitizer; scaled so ellipticine positive control = 100%;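 active means mean normalized replicate activation at least 10% and every replicate at or above 10%; inconclusive means only one of the two criteria met; inactive means mean below 10% and not all replicates reach 10%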;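 further: 0% = median of on-plate neutral control wells and 100% = ellipticine 6 µM median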
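Material: XiGFP fibroblasts, SV40-immortalized; Buffer or medium: DMEM containing 5-aza-dC; Compound dosing: single point; Times: 3 days compound exposure.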
esBAF inh: inhibitors of esBAF chromatin remodeling in mouse ES cells. hit rate 2% among 350,000. reporter increase, % at 12.5 µM. Bmi1-luciferase knock-in reporter, 24 h; 100% = twice the neutral-well signal; in the data active means activation above about 40%; inconclusive means no clear call, values can overlap the other calls;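 further: 0% = median of the plate's neutral control wells and 100% = double that signal; a rise in the Bmi1 reporter signal indicates esBAF inhibition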
ERAP1 HTS inh: blocks human ERAP1 aminopeptidase activity | hit rate 0.15% among 340,000 | inhibition, % at 10.7 µM | AID 652197 | recombinant ERAP1, Leu-AMC fluorescence, 60 min | Q9NZ08;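 active means mean replicate inhibition of at least 30%, or all replicates individually reaching that 30% level; inactive means mean below 30% and not every replicate reaching it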;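 further: 0% = neutral control wells and 100% = L-leucinethiol positive control wells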
Starred values were filed as active, the others as inactive; u = inconclusive; x = no result given; & = joins results of further samples.

item	SMILES	RAD54 branch	F508del corr	ARNT TACC3 PPI	INS-1E GSIS act	RAD52 inh	Xi reactivation	esBAF inh	ERAP1 HTS inh
1	CN(C)c1nc(N(C)C)nc(N2CC(=O)N(c3ccccc3)C2=N)n1	x	0.7	-4	6	-7	0.0	x	-2
2	CCCc1c(NC(=O)Nc2ccc(F)cc2)cnn1-c1ccc(Cl)cc1	x	-0.4	0	x	-14	0.3	x	-2
3	Cc1ccc2[nH]c(=O)c3cc(C(=O)NC(C)C)sc3c2c1	x	1.9	-17	-5	-10	0.3	x	6
4	COc1ccc(NC(=O)Nc2c[nH]c(=O)[nH]c2=O)cc1OC	2	-1.8	-6	22	8	0.0	-6	0
5	Cc1[nH]c(=O)[nH]c(=O)c1/C=N/NC(=O)[C@H](C)N	3	-0.4	47*	7	-7	-0.1	-8	2
6	CCN(CC(=O)NCc1cccs1)C(=O)c1cccc(S(=O)(=O)N(C)C)c1	10	1.4	-3	x	-19	0.1	0	-1
7	COc1ccc(CN2CCN(CC=C(C)C)C(CCO)C2)cc1Cn1cccn1 (configuration not stated)	x	0.8	x	-3	-11	0.1	x	-2
8	O=C(C[C@@H]1C=C[C@H](NC(=O)Cc2cccnc2)[C@H](CO)O1)Nc1ccccc1	5	0.8	2	4	-4	0.0	-3	5
9	C[C@@H]1CN([C@H](C)CO)C(=O)c2cc(C#CC3CC3)cnc2O[C@@H]1CN(C)C(=O)c1ccc(F)cc1	1	1.9	-7	21	4	0.4	0	-1
10	Cc1ccc(C(=O)NCCCNC(=O)c2ccccc2F)cn1	-8	2.7	1	9	-11	0.0	0	2
11	COc1ccc(NC(=O)N2C[C@@H]3N[C@H](C2)C3c2ccc(-c3cccnc3)cc2)cc1 (some centres not stated)	x	0.7	x	-7&0	10	0.0&0.0	x	2
12	COc1ccc(N(C(=O)C(C)C)S(=O)(=O)c2cccc([N+](=O)[O-])c2)cc1	-15	-5.4	8	-17	-10	0.0	1	0
13	O=C(Cc1ccc(S(=O)(=O)N2CCOCC2)s1)N1CCN(S(=O)(=O)c2ccccc2F)CC1	6	-1.0	2	-4	-21	0.4	8	0
14	CCOC(=O)N1CCC(NC(=O)CN2C(=O)COc3ccc(C(C)(C)C)cc32)CC1	-9	-0.2	-6	-19	-14	x	-8	-1
15	CCOc1ccc(-c2cn(-c3cccc(SC)c3)c(=O)[nH]2)cc1	-9	x	-20	8	-48	0.3	x	-3
16	Cc1ccccc1-c1ccc([C@@H]2[C@@H](CO)N3CCCCN(S(C)(=O)=O)C[C@H]23)cc1	10	1.6	1	4	-12	0.3	-3	-4
17	CCC(C)NS(=O)(=O)c1ccc(-c2csnn2)s1 (configuration not stated)	-1	x	-8	18	x	x	0	x
18	Cc1ccc(C(=O)N/N=C/c2c(O)ccc3ccccc23)cn1	-12	4.1	-6	x	-5	-0.1	-60	-4
19	O=C(COC(=O)Cc1ccccc1[N+](=O)[O-])NNC(=O)c1ccc([N+](=O)[O-])cc1	4	3.3	2	-3	-5	-0.1	-4	-3
20	CCOC(=O)C1=C(C)NC(=O)NC1c1c(O)ccc2ccccc12 (configuration not stated)	-7	-0.1	-3	-17	-7	0.0	4	2

Going on with the list:
item	SMILES	RAD54 branch	F508del corr	ARNT TACC3 PPI	INS-1E GSIS act	RAD52 inh	Xi reactivation	esBAF inh	ERAP1 HTS inh
21	CCCC1CCC(c2ccc(/C(N)=N/O)cc2)CC1 (configuration not stated)	x	-5.1	5	-9	-14	0.1	x	-4
22	CO[C@@H]1CN(C)C(=O)c2cc(NS(=O)(=O)c3cn(C)cn3)ccc2OC[C@H](C)N(CCC(F)(F)F)C[C@@H]1C	-12	4.4	-3	14	10	-0.1	-10	5
23	C[C@H](NC(=O)OC(C)(C)C)C(=O)N/N=C/c1ccc2nccnc2c1	-1	-0.3	x	6	-8	0.0	x	-3
24	Cc1cc(C)c(C2=NOC3c4ccccc4OCC23)c(C)c1 (configuration not stated)	x	1.2	x	-3	-1	0.0	x	1
25	F[B-](F)(F)COCc1ccccc1Br	-3	3.9	-1	56*	-25	0.5	-4	0
26	CC1CCCCC12NC(=O)N(CC(=O)Nc1ccccc1N1CCOCC1)C2=O (configuration not stated)	x	0.6	0	1	-15	0.0	x	-2
27	COc1ccc(CCC(=O)NCc2cn3ccccc3n2)cc1	x	2.6	11	-4	-9	0.0	-1	x
28	NC(=S)NNC(=O)c1ccccc1	-1	x	2	20	x	x	-4	x
29	OC[C@H]1[C@H](c2ccc(C#CC3(O)CCCC3)cc2)[C@H]2CN(Cc3cccnc3)CCCCN21	2	1.5	3	20	x	0.0	x	x
30	O=C(COC(=O)C1=COCCO1)Nc1ccc([N+](=O)[O-])cc1C(F)(F)F	-10	1.0	x	8	-18	0.0	-2	2
31	C[C@H](CO)N1C[C@H](C)[C@H](CN(C)Cc2ccncc2)Oc2cc(-c3cccnc3)ccc2S1(=O)=O	6	-0.8	-5	2	-2	0.3	2	0
32	CC(=O)Nc1ccc(NC(=O)COC(=O)c2c3c(nc4ccccc24)CCN(Cc2ccccc2)C3)cc1	x	x	-4	x	-37	0.4	x	18
33	CC(=O)Nc1ccc(C(=O)OCC(=O)Nc2ccc(S(=O)(=O)N3CCOCC3)cc2)cc1	-4	2.8	-10	-11	-13	0.2	0	1
34	C[C@H]1CN([C@@H](C)CO)C(=O)c2cc(NS(=O)(=O)c3ccc(F)cc3)ccc2O[C@@H]1CN(C)C(=O)Nc1ccccc1	7	-0.6	-3	-3	-7	0.1	4	-4
35	CCCC(=O)Nc1ccc(-c2csc(N/N=C\c3ccncc3)n2)cc1	12	0.9	-7	x	0	0.0	x	x
36	O=C(COc1ccccc1)Nc1ccc(S(=O)(=O)Nc2ncccn2)cc1	x	1.1	-2	0	-15	0.0	x	0
37	CCOC(=O)Cn1c2ccc(C)cc2c2nc(C)sc21	4	-2.0	-1	-1	-9	0.1	2	3
38	Cc1ccccc1-n1c(-c2cccnc2)n[nH]c1=S	1	-0.6	-9	15	-9	x	-2	2
39	O=C(NCc1ccccc1)C(c1ccncc1)n1c(=O)c(-c2ccccc2)nc2ccccc21 (configuration not stated)	x	0.3	x	45*	0	0.7	x	-2
40	O=C(COc1ccccc1Cl)N1CCCC1	-3	x	7	3	x	x	-2	x

Later entries
item	SMILES	RAD54 branch	F508del corr	ARNT TACC3 PPI	INS-1E GSIS act	RAD52 inh	Xi reactivation	esBAF inh	ERAP1 HTS inh
41	CC1(C)CC(=O)C2=C(C1)N(CC1CCCO1)C(=O)C2(NC(=O)c1cccnc1)C(F)(F)F (configuration not stated)	-5	x	-5	18	-8	x	-4	5
42	N#C/C(=C\c1cccnc1)C(=O)Nc1ccc(SC(F)F)cc1	4	-0.2	-3	-44	-24	0.2	-4	1
43	CC(C)n1ncc2c(C(=O)N3CCN(Cc4ccc(Cl)s4)CC3)cc(C3CC3)nc21	8	4.8	3	-48	-14	0.3	-2	3
44	CCC1(CC)NC(=O)N(CC(=O)Nc2cccc3ccccc23)C1=O	-3	1.9	x	10	2	-0.1	-5	2
45	COc1ccc(S(=O)(=O)CCC(=O)Nc2c(C)cccc2C)cc1	3	2.9	-1	-11	-8	0.3	-2	0
46	CCCCCCc1ccc(OC(=O)c2ccncc2)cc1	-5	0.9	-8	-15	-8	0.0	9	-1
47	O=C(C[C@@H]1C=C[C@@H](NS(=O)(=O)c2ccccc2)[C@@H](CO)O1)NCCN1CCCCC1	7	0.3	x	4	-5	0.3	-6	1
48	COc1ccc(S(=O)(=O)Nc2ccc3c(c2)CC(=O)N([C@H](C)CO)C[C@@H](C)[C@H](CN(C)C)O3)cc1	-6	-1.4	11	-13	15	0.2	-1	1
49	CCOc1ccc(CNS(=O)(=O)c2c(C)nc3sccn3c2=O)cc1OC	-13	-2.0	-7	30	-22	-0.2	-3	7
50	COc1ccc(CCNc2ncnc3c2oc2ccccc23)cc1OC	6	9.3*	0	-30	-11	x	-12	-2
51	C[C@@H]1CN([C@@H](C)CO)C(=O)c2cc(NC(=O)Nc3cccc4ccccc34)ccc2O[C@@H]1CN(C)S(=O)(=O)c1ccccc1	5	3.4	15	-6	-23	-0.8	-5	1
52	COc1cc2oc(=O)cc(CN3CCCCC3)c2cc1Cl	-2	-0.6	x	-3	-10	-0.2	10	-2
53	C[C@@H]1CCCCO[C@H](CN(C)C(=O)Nc2ccc(F)cc2)[C@H](C)CN([C@@H](C)CO)C(=O)c2cc(NC(=O)Nc3ccc4c(c3)OCO4)ccc2O1	4	-2.6	5	6	20	0.0	u	-1
54	COc1ccc(C(=O)N2CCCC(CO)C2)cc1OC1CCN(C(C)C)CC1 (configuration not stated)	2	0.3	x	7	-5	0.0	-5	1
55	CCNC(=O)C[C@H]1CC[C@H]2[C@H](COc3ccc(NC(=O)Nc4ccccc4F)cc3C(=O)N2C)O1	2	0.6	-16	1	-1	0.0	-1	-5
56	COc1ccc(NS(=O)(=O)c2cc(NC(=O)c3ccco3)ccc2N2CCCCC2)cc1	x	x	-1	-30	x	0.2	1	x
57	Cc1ccccc1CN1[C@@H](C)[C@H](c2ccccc2)Oc2cccc(NCCc3ccccc3)c2S1(=O)=O	x	3.6	x	15	-10	1.4	x	-2
58	COc1cccc(CNC(=O)CNC(=O)N2CC(=O)Nc3ccccc32)c1	-17	1.3	11	24	-21	0.3	2	3
59	O=C(/C=C/c1cccs1)c1ccc(Br)cc1	5	x	-1	15	x	x	23	x
60	C[C@H]1CCCCO[C@H](CN(C)Cc2ccc(C(F)(F)F)cc2)[C@@H](C)CN([C@@H](C)CO)C(=O)c2cc(NC(=O)c3ccncc3)ccc2O1	-5	4.1	7	-19	-11	0.3	-6	-1

New compounds follow.
item	SMILES	RAD54 branch	F508del corr	ARNT TACC3 PPI	INS-1E GSIS act	RAD52 inh	Xi reactivation	esBAF inh	ERAP1 HTS inh
61	CC(=O)Nc1ccc(NC(=O)C2CCCCN2S(=O)(=O)c2ccc(C(C)(C)C)cc2)cc1 (configuration not stated)	1	-0.6	-11	-23	-1	0.0	0	-3
62	Cc1cc(C(=O)OCC(=O)NCc2ccc(Cl)cc2Cl)c(C)o1	-2	1.4	3	x	-43	0.3	-12	-1
63	Cc1cccc(C(=O)N/N=C/c2ccc(OCC(=O)N3CCCCC3)cc2)c1	-2	x	29	-7	x	x	7	x
64	O=C(C[C@@H]1C[C@H]2c3cc(NC(=O)NC4CCCC4)ccc3O[C@H]2[C@@H](CO)O1)NCc1ccc(-c2ccccc2)cc1	0	-1.4	-5	-10	-1	0.1	4	-4
65	COc1ccc(-c2ccc3n(c2=O)C[C@H]2[C@H](CO)[C@@H](C(=O)NC4CCC4)N(S(C)(=O)=O)[C@@H]32)cc1	7	x	-3	9	-12	0.3	-2	-1
66	CCCn1c(=O)c(C(=O)NCc2ccco2)c(O)c2ccccc21	x	-3.6	-8	-1	-28	0.1	x	-5
67	COc1ccc2c3c([nH]c2c1)[C@H](CO)N(C(=O)Nc1ccc(F)cc1)CC31CCN(C(=O)c2ccccc2F)CC1	x	2.5	x	-19	8	0.2	x	3
68	Cc1ccccc1S(=O)(=O)N1CC[C@@H]2[C@H](CO)Nc3ccc(-c4ccc(C#N)cc4)cc3[C@@H]21	2	-1.2	-13	5	-27	0.1	-3	0
69	CCC(=O)N(C)C[C@H]1Oc2ncc(-c3ccc(C#N)cc3)cc2C(=O)N([C@H](C)CO)C[C@H]1C	4	1.4	-6	23	-6	-1.2	-1	-3
70	CCOC(=O)[C@@H]1[C@H]2COc3ccc(Br)cc3[C@H]2N2C(=O)N(c3ccc(OC)cc3)C(=O)[C@]12C	1	-1.7	4	-12	-5	-0.1	-3	-3
